G9a inh: blocks human histone lysine methyltransferase G9a | Q96KQ7 | G9a H3K9 monomethylation, AlphaScreen, 2 h | Potency, µM (series often up to 102 µM), for the others: top-dose activity, negative = inhibition, most hits filed as inhibitors | actives 8.8% (n = 350,000) | AID 504332; further: potency means the concentration at half of the fitted maximal effect; on the % scale 0 is the no-effect control and ±100 the full control effect; nearly all actives have a fitted effect of over 75% in size
Target sequence (Q96KQ7 913-1193 limits assumed): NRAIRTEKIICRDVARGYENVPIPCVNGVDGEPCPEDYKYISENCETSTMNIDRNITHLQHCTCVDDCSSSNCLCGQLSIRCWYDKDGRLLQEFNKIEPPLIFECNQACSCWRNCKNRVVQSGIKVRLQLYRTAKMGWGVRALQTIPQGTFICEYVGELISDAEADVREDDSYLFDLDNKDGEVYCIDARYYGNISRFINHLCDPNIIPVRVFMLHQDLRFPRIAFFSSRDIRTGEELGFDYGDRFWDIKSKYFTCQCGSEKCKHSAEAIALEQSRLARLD
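AlphaScreen detection with an anti-monomethyl H3K9 antibody quantified product after a 2 h room-temperature reaction containing 500 nM biotinylated H3K9 peptide, 20 µM SAM and 20 nM enzyme, which had been preincubated 15 min with compound.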
Pin1 inhibitor: human Pin1 inhibition; Q13526; Pin1 FP peptide displacement, HiFluor488, 10 min; Potency, µM (series often up to 115 µM), for the others: top-dose activity, negative = inhibition, actives largely listed as inhibitors; actives 0.009% (n = 390,000); AID 504891; active means well fitted inhibition curve with a large enough effect in the polarisation, with a control signal flat, not every such curve was filed as active; inconclusive means small, poorly fitted or top-dose-only effect, or effect the other way, or a change in a side signal; inactive means no such curve, though single readings can be large or run the other way; the % refers to the polarisation; further: potency means the concentration at half of the fitted maximal effect; on the % scale 0 is the no-effect control and ±100 the full control effect
BAZ2B inh: BAZ2B (human) inhibition; Q9UIF8; AlphaScreen BAZ2B-H3K14Ac peptide displacement; Potency, µM (highest dose often 114 µM), without a hit: at the highest dose activity change, negative = inhibition, hits mostly inhibitors; actives 4.4% (n = 360,000); AID 504333; further: potency means the concentration at half of the fitted maximal effect; on the % scale 0 is the no-effect control and ±100 the full control effect; nearly all actives have a fitted effect of over 60% in size
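Multi-concentration screen (max 110 uM) measuring displacement of acetylated histone H3 peptide from BAZ2B by AlphaScreen, using 50 nM protein, 50 nM peptide and 10 ug/mL streptavidin donor plus Ni-chelate acceptor beads.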
Tb PGK inh: blocks T. brucei phosphoglycerate kinase | P07378 | PGK/GAPDH coupled, Kinase-Glo luminescence, 60 min | Potency, µM (doses to about 57.5 µM), without a hit: at the top dose activity change, negative = inhibition, usual class: inhibitors | actives 0.043% (n = 380,000); further: potency means the concentration at half of the fitted maximal effect; on the % scale 0 is the no-effect control and ±100 the full control effect; nearly all actives have a fitted effect of over 60% in size
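Luminescent ATP detection (Kinase-Glo Plus) follows a 60-minute room-temperature incubation, with wells lacking PGK as controls. Buffer: 100 mM TEA (pH 7.6), 5 mM MgCl2, 0.01% Tween-20. Coupling enzyme GAPDH (100 nM final) supplies unstable 1,3-BPG in-well.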
ERG Ets-DNA blk: ERG Ets/DNA interaction inhibition; fluorescence polarization, His-ERG Ets domain / labelled DNA; actives 0.028% (n = 370,000); Potency, µM (highest dose often 76.9 µM), for inactives: at the top dose FP activity, negative = inhibition, actives largely listed as inhibitors; AID 624246; active means well fitted inhibition curve with a large enough effect in the polarisation, with a control signal flat; inconclusive means small, poorly fitted or top-dose-only effect, or effect the other way, or a change in a side signal; inactive means no such curve, though single readings can be large or run the other way; the % refers to the polarisation;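 further: polarization taken with two DNA probes labelled with fluorescein and Texas red; potency means the concentration at half of the fitted maximal effect; % of control where 0% means no effect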
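His-tagged ERG Ets domain (1 uM in the protein solution; 300mM KCl, 50mM Tris-HCl, 1mM EDTA, 1mM DTT, pH 7.5) received compound, then a probe mix of 5 nM fluorescein-DNA and 100nM Texas-615-DNA. Fluorescence polarization was read for both dyes.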
GLS inh: blocks human kidney-isoform glutaminase activity; actives 0.21% (n = 410,000); O94925; GLS enzymatic activity, qHTS titration; Potency, µM (titrated, usually from 45.5 µM), inactives show at the top dose activity change, negative = inhibition, usual class: inhibitors; AID 624170; further: potency means the concentration at half of the fitted maximal effect; on the % scale 0 is the no-effect control and ±100 the full control effect
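Read-out is an Amplex red fluorescence increase coupled through glutamate oxidase and HRP, measured before and after 30 min room-temperature incubation. hKGA is in 45 mM KH2PO4 (pH 8.2) with 0.02% Tween-20; glutamine added as 1mM solution.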
HP1b chromo inh: inhibitors of HP1-beta chromodomain binding to methylated histone tails. P83916. AlphaScreen HP1-beta / biotin-H3K9me3 peptide binding. Potency, µM (doses to about 114 µM), for inactives: top-dose activity change, negative = inhibition, hits mostly inhibitors. actives 0.56% (n = 390,000). AID 540317; further: potency means the concentration at half of the fitted maximal effect; nearly all actives have a fitted effect of over 70% in size; inactives centre near 23
Target sequence (P83916 whole entry, looked up): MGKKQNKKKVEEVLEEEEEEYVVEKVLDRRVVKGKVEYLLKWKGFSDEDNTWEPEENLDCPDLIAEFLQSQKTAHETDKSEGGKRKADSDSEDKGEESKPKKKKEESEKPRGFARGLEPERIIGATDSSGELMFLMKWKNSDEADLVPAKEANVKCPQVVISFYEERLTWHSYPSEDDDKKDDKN
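AlphaScreen: HP1-beta (50 nM) preformed 30 min with biotin-H3(1-18)K9me3 peptide (50 nM) in PBS pH 7.4, 0.01% Tween-20. Compound added for 30 min at RT, then streptavidin donor/nickel chelate acceptor beads (10 ug/mL) for 30 min.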
JMJD2A Tudor inh: JMJD2A Tudor domain (human) inhibition; O75164; AlphaScreen JMJD2A-Tudor / H3K4me3 peptide binding; Potency, µM (highest dose often 114 µM), inactives show at the highest dose activity change, negative = inhibition, most hits filed as inhibitors; actives 4.4% (n = 390,000); AID 504339; further: potency means the concentration at half of the fitted maximal effect; on the % scale 0 is the no-effect control and ±100 the full control effect; nearly all actives have a fitted effect of over 50% in size
PI4K2A block: PI4K2A (human) kinase inhibition; Q9BTU6; purified PI4K2A, ADP-Glo luminescence, 1 h; hits give low values; activity change, negative = inhibition, % at 76.9 µM; actives 0.13% (n = 420,000); AID 1346378; in the data active means activity change below about -50%; inconclusive means mostly about -30% to -49%;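 further: -100% = wells without enzyme as full effect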
Target sequence (Q9BTU6 whole entry, looked up): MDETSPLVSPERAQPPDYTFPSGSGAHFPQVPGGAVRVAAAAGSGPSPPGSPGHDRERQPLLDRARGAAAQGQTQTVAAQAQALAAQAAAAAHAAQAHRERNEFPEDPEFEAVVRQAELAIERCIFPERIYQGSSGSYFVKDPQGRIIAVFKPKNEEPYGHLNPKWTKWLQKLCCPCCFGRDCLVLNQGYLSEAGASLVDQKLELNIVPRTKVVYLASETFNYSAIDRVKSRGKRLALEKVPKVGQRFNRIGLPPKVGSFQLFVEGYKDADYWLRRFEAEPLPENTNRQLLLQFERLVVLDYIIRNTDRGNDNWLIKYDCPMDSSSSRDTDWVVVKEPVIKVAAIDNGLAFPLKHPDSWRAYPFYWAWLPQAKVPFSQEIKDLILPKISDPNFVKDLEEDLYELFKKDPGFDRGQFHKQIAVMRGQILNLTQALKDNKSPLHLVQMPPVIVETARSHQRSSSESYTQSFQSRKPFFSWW
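ADP-Glo luminescence measured ADP generated by PI4K2A enzyme (4 ug/mL before mixing) with 1.2 mM PI substrate (pre-mix) and 300 microM ATP (pre-mix). Tris pH7.5 buffer with MgCl2, Triton X-100; 1 h reaction at ambient temperature.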
* hit, by the source's call; i = inactive; u = inconclusive; x = no result given; & = joins results of further samples; [ ] = dose if it differs, or a comment. Unless noted, the call rests on the fitted dose curve; in most records, active means well fitted curve in the direction sought with a large enough effect; inconclusive means small, poorly fitted or top-dose-only effect, or another doubt; inactive means no such curve, though single readings can be large; an effect the other way counts as inactive or inconclusive.

SMILES	G9a inh	Pin1 inhibitor	BAZ2B inh	Tb PGK inh	ERG Ets-DNA blk	GLS inh	HP1b chromo inh	JMJD2A Tudor inh	PI4K2A block
COc1ccc(-c2onc(C)c2C)cc1S(=O)(=O)NCc1ccc(C)o1	-5%[59 µM]	-2%	u	7%	-2%	7%	10%	-29%	-3
Cc1nn(-c2ccccc2)nc1CNC(=O)C1CCC1	-2%	-2%	-1%	-6%	-1%	-3%	31%[activator]	-7%	-2
COC(=O)c1cc(C(=O)NCC2CCCCC2)cc([N+](=O)[O-])c1	-3%	-11%	-4%	-6%	5%	1%	16%	-25%	-5
O=c1cc(N2CCN(c3ccccc3)CC2)[nH]c(=O)n1C1CCCCC1	3%	0%	-5%	-7%	4%	24%	23%	-9%	-6
COc1ccc(-c2onc(C)c2C)cc1S(=O)(=O)N1c2ccccc2CC1C (centres undefined)	-10%[59 µM]	u	-2%	-5%	-6%	0%	10%	-21%	-2
COc1ccc(C2=CCN3CCCCC3C2)c(-c2ccc(OC)c(OC)c2)c1 (centres undefined)	x	45%[activator]	x	1%	23%	-6%	8%	u	-1
CCOC(=O)Cc1csc(SCC(=O)/C(C#N)=C(\C)N)n1	-5%	-10%	-6%	-5%	1%	14%	41%[activator]	-2%	8
C=CCSc1nnc(NC(=O)CN2C(=O)NC3(CCCC3)C2=O)s1	x	-2%	0%	4%	-5%	1%	18%	-7%	4
CCOC(=O)CN1NC2(CCCCCC2)NC1=S	x	-7%	-11%	-7%	-3%	13%	60%[activator]	50µM*	-17
Cc1onc(-c2c(Cl)cccc2Cl)c1-c1nnc(-c2ccc(Cl)cc2)o1	x	-2%	1%	5%	5%	-16%	15%	0%	3
COc1ccccc1Nc1nc(NCC(C)C)nc(N)c1[N+](=O)[O-]	u	-7%	u	-5%	-1%	-2%	7%	u	3
CC(C)(C)c1ccc(C(=O)N/N=C/c2ccc(OCCCF)cc2)cc1	2%	-4%	-25%	-1%	-1%	3%	15%	-9%	3
COc1cc(NC(=S)N2CCN(S(=O)(=O)c3ccc(C)cc3)CC2)cc(OC)c1	u	8%	-24%	-18%	-1%	2%	20%	-3%	3
CN(c1ccccc1)S(=O)(=O)c1ccc(C(=O)OCC(=O)NCc2ccco2)cc1	u	-1%	u	i	-3%	-4%	0%	u	-5
CC(C)(C)OC(=O)N1CCC(CNC(=O)Nc2ccccc2)CC1	-4%	2%	0%	4%	4%	12%	29%	-9%	3
Cc1cc(-c2n[nH]c(=S)n2/N=C/c2cc([N+](=O)[O-])ccc2Cl)n[nH]1	1.8µM*	-18%	u	5%	-2%	0%	u	7.9µM*	6
CCSc1ccc2cc(OC)ccc2[n+]1CC	20µM*	-10%	11%	1%	1%	u	29%	u	-3
Cc1ccc(NC(=O)Cn2nc(N3CCN(c4ccccc4)CC3)ccc2=O)cc1F	-33%[59 µM]	9%	-34%	-3%	0%	15%	5%	-36%	0
Cc1cc(CN(C)C(=O)c2cc(COc3ccc(F)cc3Cl)on2)n[nH]1	-3%	0%	-1%	-4%	2%	-2%	44%[activator]	-5%[57.1 µM]	0
COC(=O)CCCCC1SCC(NC(=O)OC)C1NC(=O)OC (centres undefined)	16%	4%	-2%	1%	-1%	4%	37%	-8%	0
CCC(Sc1nc(C)cc(C)n1)C(=O)Nc1cc(C)on1 (centres undefined)	0%	-3%	-1%	-5%	-3%	15%	26%	-3%	-2
CCOC(=O)C1(CCOc2ccccc2)CCN(Cc2ccc(C#CCCO)cc2)CC1	-14%	-1%	-32%	-2%	-10%	1%	27%	-15%	-2
CC(C)C(NC(=O)c1c(F)cccc1F)C(=O)NCc1ccncc1 (centres undefined)	-33%	-8%	-5%	-5%	-4%	-6%	20%	-1%	1
CCCn1nnnc1NCc1cccn1C	-11%[59 µM]	0%	x	-3%	-2%	-5%	1%	u	-14
CCC(NC(=O)C1C2C=CC(C2)C1C(=O)O)c1ccc(C)cc1 (centres undefined)	x	5%	-1%	-7%	-3%	-7%	20%	0%	6
CCS(=O)(=O)n1c(Cc2cccs2)nc2ccccc21	3%[2.33 µM]	11%	9%	2%	4%	10%	66%[activator]	-30%	-7
CCOC(=O)C1=Nc2ccccc2C1=[N+]=[N-]	2%[12.7 µM]	0%	8%	i	-14%	-10%	23%	-11%	8
COc1ccc([N+](=O)[O-])cc1NC(=O)C(C)OC(=O)Cc1ccc(OC)c(OC)c1 (centres undefined)	x	3%	x	0%	-13%	-3%	5%	-24%	0
CSc1ccccc1C(=O)Nc1cccc([N+](=O)[O-])c1	u	-2%	u	-5%	-7%	1%	8%	-31%	0
CCn1c(=O)c2cc(C(=O)NCCc3cccc(C)c3)sc2c2ccccc21	0%[59 µM]	2%	1%	-12%	-4%	-11%	14%	-16%	1
COc1ccc(CCNC(=O)[C@H](CCSC)NC(=O)N2CCn3c2nc2ccccc23)cc1OC	10%	-2%	-20%[57.1 µM]	-7%	8%	-2%	43%[activator]	-14%	1
CCCOc1ccc(C2C(=O)N(C3CCCCC3)CC(=O)N2C2CC2)cc1OC (centres undefined)	-24%	-5%	2%	0%	-3%	3%	18%	-10%	-3
Oc1ccccc1CNc1ncc(Br)cc1Br	-5%[0.501 µM]	1%	12%	-2%	-1%	19%	78%[activator]	46%[activator]	2
CC(C)CN1C(=O)C(=Nc2cccnc2)c2ccccc21	-27%	0%	-27%	-4%	9%	-2%	42%[activator]	-6%	1
O=C(COc1cccc2cccnc12)N/N=C1\SCC(=O)N1CCc1ccccc1	x	1%	-14%	-8%	1%	-15%	40%[activator]	-4%	-1
COc1ccccc1C(=O)N(C)c1nnc(-c2ccccc2)s1	x	-2%	27%	-4%	14%	0%	33%	-12%	-3
CC(C)(C)c1cc(N)n(-c2ccc(C(=O)O)cc2)n1	0%	1%	u	1%	-5%	7%	7%	-2%[57.1 µM]	-6
O=C(/C=C/c1ccccc1)CC(=O)c1ccccc1O	16µM*	u	u	-9%	11%	-10%	-24%	25µM*	6
CSc1nc2c(c(=O)[nH]1)C(c1cccc(Cl)c1)CC(=O)N2 (centres undefined)	9%	0%	-5%	-7%	-2%	-2%	43%[activator]	-6%	0
Cc1nn(C)cc1CN(C)C(=O)c1ccc(OC2CCN(Cc3ccccn3)CC2)cc1	u	-14%	u	2%	-14%	7%	29%	56µM*	1
N#Cc1c(Cn2cncn2)nc(=O)n(-c2ccccc2)c1N	-20%	1%	-24%	0%	6%	0%	34%	-10%	1
COc1ccc(NC(=O)CCn2ccnc2)c(OC)c1	-8%	-1%	-2%	-7%	3%	7%	41%[activator]	-18%	-6
COc1cc(SC)ccc1C(=O)Nc1cccc(C2OCCCO2)c1	92%[activator]	-4%	6%	-8%	10%	5%	-6%	-14%	7
CCN(CC)CCNC(=O)c1sc2ncn(CC(=O)Nc3ccc(C)c(Cl)c3)c(=O)c2c1C	u	-1%	-15%	-8%	-13%	9%	-2%	-28%	4
O=C(CSc1nnc2ccccn12)NNC(=O)c1ccc(Br)cc1	20%	1%	-14%	0%	9%	22%	24%	13%	1
O=C(NC1CCCCC1)C(c1ccc2ncccc2c1)N(Cc1ccc(F)cc1)C(=O)c1ccc2c(c1)OCCO2 (centres undefined)	21%[12.7 µM]	5%	-32%	x	x	4%	-5%	-26%	-1
CC1(C)CC(=O)C2=C(C1)N(Cc1ccco1)C(=O)C2(NC(=O)C1CCCCC1)C(F)(F)F (centres undefined)	-43%[12.7 µM]	-1%	-13%	-4%	-2%	6%	27%	-2%	1
CCSC1=N/C(=C/c2ccsc2)C(=O)N1c1ccccc1	175%[activator][59 µM]	14%	71%[activator]	-10%	-5%	0%	150%[activator]	82%[activator]	-1
COc1ccc(-c2csc(=Nc3c(C)n(C)n(-c4ccccc4)c3=O)n2C(C)(C)C)cc1	15%[59 µM]	-11%	4%	5%[11.5 µM]	x	1%	15%	-8%	-3
N#CCCN(CCC#N)S(=O)(=O)c1ccc(C(=O)Nc2nc(-c3ccccc3)c(C(=O)c3ccccc3)s2)cc1	u	33%[activator]	-7%	-1%	5%	1%	22%	-21%	1
CC[C@]12c3[nH]c4ccccc4c3CCN1C(=O)C(CC(=O)NCCCN(C)C)C[C@@H]2C(=O)N1CCN(C(=O)C2CC2)CC1 (some centres undefined)	x	1%	x	-3%	-2%	6%	31%	-18%	4
COc1ccc(C2c3[nH]c4ccccc4c3C[C@H]3C(=O)N(CCCO)CC(=O)N23)cc1OC (some centres undefined)	-5%[2.33 µM]	0%	0%	i	-5%	-8%	16%	2%	1
COc1ccccc1NC(=O)C(Sc1ccccc1)c1ccccc1 (centres undefined)	90%[activator]	-1%	24%	i	15%	-5%	117%[activator]	54%[activator]	-2
Cc1ccccc1-c1noc(C(C)NC(=O)c2ccco2)n1 (centres undefined)	2%&-3%[59 µM]	10%&29%	0%&2%	-5%	10%&4%	5%&-7%	18%&9%	-6%&-18%	3&-2

Screening data deposited in PubChem BioAssay by National Center for Advancing Translational Sciences (NCATS).
